JMJD2C inh = human JMJD2C demethylase inhibition; AID 2099; Q9H3R0; GST-JMJD2C(1-420) H3K9me3 demethylation, DELFIA europium; 330,000 compounds, 0.069% hits; inhibition, % at 2.35 µM;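 active = more than half of a compound's replicate wells show inhibition beyond 50%, single wells judged on their own value; inconclusive = some, but no more than half, of replicates pass 50% inhibition; inactive = no replicate passes 50% inhibition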;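 note: signal counts dimethyl H3K9 product captured on neutravidin plate; 0% = median of DMSO wells and 100% = 0.3 times that DMSO median; strong numbers were not always called active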
Target sequence (Q9H3R0 1-420 limits assumed): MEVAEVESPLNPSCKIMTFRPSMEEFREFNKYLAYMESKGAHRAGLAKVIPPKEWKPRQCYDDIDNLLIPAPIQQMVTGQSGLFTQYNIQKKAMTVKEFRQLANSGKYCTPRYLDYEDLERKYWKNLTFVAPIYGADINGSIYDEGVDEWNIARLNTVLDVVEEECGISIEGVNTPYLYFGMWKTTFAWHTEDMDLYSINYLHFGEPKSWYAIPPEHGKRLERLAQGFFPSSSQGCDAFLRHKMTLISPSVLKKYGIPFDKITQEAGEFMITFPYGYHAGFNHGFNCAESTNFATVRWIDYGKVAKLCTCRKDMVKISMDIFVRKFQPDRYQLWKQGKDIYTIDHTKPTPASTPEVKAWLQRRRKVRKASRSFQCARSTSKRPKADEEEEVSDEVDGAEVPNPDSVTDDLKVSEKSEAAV
Active calls of the source: *; ? = inconclusive. A portion of the library; rates above refer to the full screens.

JMJD2C inh,compound
15,CCCCC(=O)NC(=S)NNC(=O)c1ccc(Cl)cc1Cl
-11,O=c1[nH]c(=S)[nH]cc1Oc1ccc(Cl)cc1Cl
8,COc1ccc(NC(C)c2ccccc2)cc1 (stereo not given)
-15,N[C@@H](Cc1c[nH]c2ccccc12)C(=O)O
-20,CN(C)CC(CCC(CN(C)C)C(=O)c1ccccc1)C(=O)c1ccccc1 (stereo not given)
-7,Cc1ccc(OCC(=O)N/N=C\c2ccc(C)o2)c([N+](=O)[O-])c1
-12,CN(C)CCCNc1ncnc2c1cnn2Cc1ccccc1Cl
0,COc1ccc(-c2csc(NC(=S)NC(=O)c3cccs3)n2)cc1OC
-12,COc1cc(/C=C2\COC/C(=C\c3cc(OC)c(OC)c(OC)c3)C2=O)cc(OC)c1OC
107,Cc1n[nH]c(=S)c2nn(-c3ccccc3)c(C)c12
2,Cc1nnc(SCCOC(N)=O)n1C
4,CCC1CCCCN1C(=O)c1ccc(OC)c(OC2CCN(C(C)=O)CC2)c1 (stereo not given)
-49,CCOc1ccccc1C(=O)NC1CCN(Cc2nnnn2C2CCCC2)CC1
3,COCCN(CC(=O)NC1CCCCC1)C(=O)/C=C/C(=O)c1ccc(OC)cc1O
-2,Cc1ccc(N(C(=O)c2snc(C(N)=O)c2N)C(C(=O)NC2CCCC2)c2ccco2)cc1 (stereo not given)
-18,Cc1ccc(C(=O)NNC(=O)c2ccc3ncccc3c2)cc1
-2,COc1ccc(/C=N/Nc2nc3ccccc3s2)cc1O
-2,COc1ccc2oc(=O)c(C(=O)Nc3ccccc3-c3ccccc3)cc2c1
0,O=C(CSCC(=O)NC1CC1)Nc1ccc2ccccc2c1
-9,COc1ccccc1CN1CC(C(=O)NCc2cc(F)ccc2C)CCC1=O (stereo not given)
-3,Cc1ccc(NS(=O)(=O)c2cc(C(=O)N(C)C)ccc2C)cc1C
19,NCCc1c(-c2ccccc2)n(-c2ccccc2)c2ccccc12
-3,Cc1ccc(-c2nnc(SCC(=O)Nc3ccccc3N3CCOCC3)o2)cc1
-10,COC(C[C@@H]1O[C@H]1[C@H](O)COCc1ccccc1)OC
-5,O=c1cc(-c2ccccc2)c2c([nH]1)CCCC2
-10,CCN(CC)C(=O)CSc1nc2c(sc(=S)n2-c2ccccc2)c(=O)n1-c1ccccc1OC
-9,COc1ccc(CCNC(=O)Cn2c(=O)n(Cc3ccco3)c(=O)c3ccc(Cl)cc32)cc1OC
-1,Cc1ccc(NCc2nnc(SCC(N)=O)n2CCc2ccccc2)cc1
-2,O=S(=O)([O-])CCC[n+]1c(/C=C\Nc2ccccc2)oc2ccc(-c3ccccc3)cc21
-9,CCCC(=O)n1nc(-c2cccnc2)nc1NCc1ccccc1

Part of the list above, set out differently:
O=c1[nH]c(=S)[nH]cc1Oc1ccc(Cl)cc1Cl
  JMJD2C inh: -11

CCN(CC)C(=O)CSc1nc2c(sc(=S)n2-c2ccccc2)c(=O)n1-c1ccccc1OC
  JMJD2C inh: -10

NCCc1c(-c2ccccc2)n(-c2ccccc2)c2ccccc12
  JMJD2C inh: 19

CCCCC(=O)NC(=S)NNC(=O)c1ccc(Cl)cc1Cl
  JMJD2C inh: 15

(further entries)
JMJD2C inh,compound
-7,NC(=O)c1nsc(C(=O)N(Cc2ccco2)C(C(=O)NC2CCCC2)c2ccc(O)cc2)c1N (stereo not given)
-7,CON1C(=O)C(=O)N(OC)C2CCCCC21 (stereo not given)
2,Cc1cc(C)c(C)c(S(=O)(=O)Nc2ccccc2C(=O)NCCCn2ccnc2)c1C
-11,CCCCCCN(C(=O)CCCCCN1C(=O)NC(c2ccc(-c3ccccc3)cc2)C(C(=O)OCc2ccccc2)=C1C)C(C(=O)NCCCC)c1cccc(C(=O)OC)c1 (stereo not given)
18,COc1ccc(NC(=O)/C(Cl)=C(/Cl)S(=O)(=O)Cc2ccccc2)cn1
1,O=C(NC1CCCCC1)C(c1ccccc1)N(Cc1ccco1)C(=O)Cn1cnc2ccccc21 (stereo not given)
1,CN1C2CCC1/C(=C\c1ccccc1Cl)C(=O)/C2=C\c1ccccc1Cl
9,Cc1nc2nc3c(cn2n1)C(=O)CC(c1ccccc1)C3 (stereo not given)
-21,Cc1cc(NC(=O)c2ccco2)ccc1NC(=O)c1ccco1
-11,CCc1nn2c(=O)cc(N3CCN(c4cc(C)nc5ccccc45)CC3)nc2s1
-1,O=S(=O)(NCC1CCN(c2ccc(S(=O)(=O)N3CCOCC3)cc2)CC1)c1ccccc1
-6,Cc1ccc(C)c(N2CCN(S(=O)(=O)c3ccc4c(c3)CCC(=O)N4)CC2)c1
-27,Cc1cc(Nc2ncc(Cl)cc2Cl)n(-c2ccccn2)n1
-2,CSCCC(NC(C)=O)C(=O)Oc1ccc2c3c(c(=O)oc2c1)CCCC3 (stereo not given)
5,Cc1nn(C)c(C(=O)NNC(=S)NCc2ccccc2)c1Cl
-7,CCOC(=O)c1ccc(CC(=O)c2ccc(O)c(O)c2O)o1
-20,C=CS(=O)(=O)c1sc(Cl)c(N2CCOCC2)c1[N+](=O)[O-]
2,Cc1ccc(S(=O)(=O)N2C(=O)[C@@H]3Cc4ccccc4CN3C2=O)cc1
8,CCCC(=O)c1ccc(O)cc1O
-8,CCc1ccc(OC2=NS(=O)(=O)c3ccccc32)cc1
-6,Cc1ccc2cc3cc(C(=O)NCc4ccc5c(c4)OCO5)oc3nc2c1
-1,COC(=O)c1ccc(N2NC(=O)/C(=C/c3ccc(-c4ccc(Cl)c(C(=O)O)c4)o3)C2=O)cc1
7,COc1cccc(/C=N/NC(=O)CNC(=O)C2COc3ccccc3O2)c1O (stereo not given)
-22,COc1cccc(CNCc2ccco2)c1O
-6,Cc1ccc(C)c(OCCCC(=O)Nc2ccc(N3CCOCC3)cc2)c1
-14,CC1(C)CC(=O)C2=C(C1)NC(=O)CC2C(=O)NCc1ccc(F)cc1 (stereo not given)
7,Cc1cc(-c2sccc2Br)nc(-n2cccc2)n1
7,Cc1cc2cc(C(c3nnnn3CC3CCCO3)N3CCCc4ccccc43)c(=O)[nH]c2cc1C (stereo not given)
3,CN(C)S(=O)(=O)c1ccc(Cl)c(NC(=O)CSc2nnnn2-c2ccc(O)cc2)c1
-3,C=Cc1ccc(C(=O)N2CCCC(Nc3ccc4c(c3)OCCO4)C2)cc1 (stereo not given)

Three entries out of the list above, sorted by their value in JMJD2C inh, falling.
JMJD2C inh,compound
0,O=C(CSCC(=O)NC1CC1)Nc1ccc2ccccc2c1
-1,Cc1ccc(NCc2nnc(SCC(N)=O)n2CCc2ccccc2)cc1
-10,COC(C[C@@H]1O[C@H]1[C@H](O)COCc1ccccc1)OC

(list continues)
JMJD2C inh,compound
?,COc1cc(/C=C2/C(=O)N(c3ccc(Br)cc3)N=C2C)cc(OC)c1OC
18,CS(=O)(=O)NCC(c1cccnc1)N1CCN(c2ccc(F)cc2)CC1 (stereo not given)
-25,COc1ccc(CNC(=O)c2c(O)c3cccc4c3n(c2=O)CCC4)cc1
22,O=C(/C=C/Nc1ccc(Nc2ccccc2)cc1)c1cccs1
19,O=[N+]([O-])c1ccccc1OCCCn1cnc2ccccc21
-12,Cc1cccc(NC(=O)CSc2nnc(-c3ccccc3C)o2)c1
48,S=C(Nc1ccccc1)Nc1ccccc1-n1cccc1
-7,CSc1nsc2nc(=O)c(/C=C3\C(C)=Nc4ccccc43)c(N)n12
36,O=C1C=CC(=O)N1CCNc1ncc(C(F)(F)F)cc1Cl
15,COc1cccc(NC(=O)CSc2nnc3ccc(-c4ccncc4)nn23)c1
46,CCOc1ccccc1CN(Cc1ccco1)S(=O)(=O)c1ccc(-n2cnnn2)c(OC)c1
-5,COc1cc(OC)cc(C(=O)NC2CC3CCC(C2)N3Cc2ccco2)c1 (stereo not given)
14,COC(=O)c1[nH]c2ccccc2c1NC(=O)CCN1CCN(C2CCCCC2)CC1
9,CCOC(=O)N1CCN(C(=O)c2ccc(CSc3ccc(Cl)cc3)cc2)CC1
-9,Cc1onc(-c2c(F)cccc2Cl)c1C(=O)Nc1ccc(S(=O)(=O)Nc2ncccn2)cc1
16,COc1ccc(CNc2nc(-c3cccnc3)nn2C(=O)C(C)C)cc1
2,Cc1cc(N/N=C/c2ccncc2)nc2ccccc12
10,COc1ccc(S(=O)(=O)N(CC(=O)N2CCN(C)CC2)c2ccc(C)cc2)cc1Br
1,CCCCSc1nnc2c(n1)OC(C(=O)c1ccccc1)Nc1ccccc1-2 (stereo not given)
0,Cc1cccc(NC(=O)c2cc3c(n(-c4ccccc4)c2=O)CCCC3=O)n1
-5,CN(C)c1ccc(-c2nn3c(-c4ccc(Cl)cc4)nnc3s2)cc1
15,COc1ccc(C2=Nc3nc(-c4ccccc4)cn3C(c3ccc(OC)cc3)C2)cc1 (stereo not given)
32,Cc1ccc(-n2c(SCC(=O)NCc3ccco3)nc3nc4c(cc3c2=O)COC(C)(C)C4)cc1
-10,CN1CCN(c2nc(-c3ccc(Cl)cc3)nc3ccccc23)CC1
-9,O=C(Nc1ccc(Cl)c(Cl)c1)c1ccc(Cn2cc(Cl)cn2)cc1
-5,CCC(c1nnnn1C(C)(C)CC)N(CCCO)Cc1cc2cc(C)cc(C)c2[nH]c1=O (stereo not given)
-15,COc1ccc(CCN(C(=O)c2snc(C(N)=O)c2N)C(C(=O)NCC2CCCO2)c2ccc(F)cc2)cc1OC (stereo not given)
-13,Clc1ccccc1-c1nnc2sc(-c3ccccn3)nn12
25,Cn1c(N=Nc2ccc(N3CCOCC3)cc2)[n+](C)c2ccccc21
-1,O=C(NCc1cccnc1)c1cc(S(=O)(=O)N2CCCC2)c(Cl)cc1Cl

Grouped by structure: the entries above containing an NH in an aromatic ring (7)
JMJD2C inh,compound
-11,O=c1[nH]c(=S)[nH]cc1Oc1ccc(Cl)cc1Cl
-15,N[C@@H](Cc1c[nH]c2ccccc12)C(=O)O
107,Cc1n[nH]c(=S)c2nn(-c3ccccc3)c(C)c12
-5,O=c1cc(-c2ccccc2)c2c([nH]1)CCCC2
7,Cc1cc2cc(C(c3nnnn3CC3CCCO3)N3CCCc4ccccc43)c(=O)[nH]c2cc1C (stereo not given)
14,COC(=O)c1[nH]c2ccccc2c1NC(=O)CCN1CCN(C2CCCCC2)CC1
-5,CCC(c1nnnn1C(C)(C)CC)N(CCCO)Cc1cc2cc(C)cc(C)c2[nH]c1=O (stereo not given)

Later entries.
JMJD2C inh,compound
0,C/C(=N/Nc1nc(-c2ccccc2)c(CC(=O)O)s1)c1ccccc1
-38,CCCCn1c(=O)c2c(nc3n2CCCN3Cc2ccccc2)n(C)c1=O
8,CCSc1nnc(NC(=O)c2cc(-c3ccc(C)c(C)c3O)n[nH]2)s1
-11,CC(C)CCNC(=O)C(c1ccco1)N(Cc1cccs1)C(=O)Cn1nnc2ccccc21 (stereo not given)
-9,NC(=O)c1nsc(C(=O)N(Cc2ccc(F)cc2)C(C(=O)NCC2CCCO2)c2ccc(O)cc2)c1N (stereo not given)
0,O=C(Nc1ccc(N2CCOCC2)c(Cl)c1)c1ccc([N+](=O)[O-])o1
-4,Cc1ccc2cc(CN(CCN3CCOCC3)Cc3nnnn3Cc3ccco3)c(=O)[nH]c2c1C
-45,COCCNC(=O)/C(C#N)=C/c1ccc(OC(=O)c2cccs2)c(OC)c1
-1,CCC(NC(=O)c1cc(COc2ccc(F)cc2Cl)on1)c1ccncc1 (stereo not given)
5,CCCNS(=O)(=O)c1ccc(CCC(=O)Nc2cc(Cl)ccc2Oc2ccccc2)cc1
-12,COc1cccc(CC(NC(C)=O)C(=O)NC2CCN(C(=O)C3CCCCC3)CC2)c1OC (stereo not given)
-5,Cc1ccc2nc(-c3ccccn3)cc(C(=O)NC3CCN(C)CC3)c2c1
43,O=C(C#Cc1ccccc1)c1ccc([N+](=O)[O-])cc1
-3,CCCC(=O)N1CCN(c2ccc(NC(=O)c3ccc([N+](=O)[O-])o3)cc2)CC1
-44,CCCCCc1c(C)nc(N2CCc3ccccc3C2)[nH]c1=O
-6,CC(C)N=C1NN=C(c2ccc(Cl)c(Cl)c2)CS1
-11,CC(=O)c1cccc(NC(=O)CSc2nnnn2C2CCCC2)c1
-16,O=C(COc1ccc(F)cc1)NCCCn1ccnc1
10,COc1ccc(CCC(C)NC2C3CC4CC(C3)CC2C4)cc1 (stereo not given)
17,Cc1cc(=O)oc2cc(OCc3ccc(C(=O)N4CCN(c5ccc([N+](=O)[O-])cc5)CC4)cc3)ccc12
-34,CSc1nnc2c3ccccc3c3ccccc3c2n1
18,CSCc1nnc(NC(=O)c2ccc(S(=O)(=O)N(CC(C)C)CC(C)C)cc2)o1
0,CC(/C=N/NC(=O)c1ccccn1)=C\c1ccco1
10,CC(=O)Nc1ccc(S(=O)(=O)N2CCC(NC(=O)C(Cc3ccc(C)cc3)NC(C)=O)CC2)cc1 (stereo not given)
-20,CCCCCCN(C(=O)CCCCCN1C(=O)NC(c2ccc(-c3ccccc3)cc2)C(C(=O)OCc2ccccc2)=C1C)C(C(=O)NCCCC)c1ccccc1 (stereo not given)
14,CCOC(=O)C(C)Oc1ccc(C2NC(=O)NC(C)=C2C(=O)Nc2ccccc2C)cc1 (stereo not given)
16,O=c1c(-c2nc3ccccc3o2)c2oc3ccccc3n2c2ccccc12
-38,CC(=O)OCC1(C)CN(c2ccccc2)N(C(=O)c2ccc(C(C)(C)C)cc2)C1=O (stereo not given)
6,O=C(O)c1ccc(Nc2nc(-c3cc4ccccc4oc3=O)cs2)cc1O
-2,COC(C[C@H]1O[C@H]1[C@H](O)COCc1ccccc1)OC

Compound activity (PubChem BioAssay)
